697 NFkB inh: inhibitors of PMA/ionomycin-induced NF-kB reporter, 697 cells, primary screen, B-cell NF-kB inhibitor project, cell-based, luminescence, uHTS | 697 B-cell NF-kB luciferase reporter, 16 h | 330,000 tested, 0.33% active | inhibition, % at 4 µM | AID 435022, 2010; in the data active means inhibition above about 35%
UPR CHOP act: activators of apoptotic CHOP UPR arm, primary screen, cell-based, CHO-CHOP luciferase reporter, luminescence, uHTS; UPR activation; percent of tunicamycin response over DMSO baseline; activation, % at 10 µM; 330,000 tested, 0.34% active; AID 449763, 2010;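 active means at 10 µM dose, activation of 40% or more, normalized to positive control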;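 further: 100% = tunicamycin at 10 µg/mL and 0% = DMSO alone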
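System: CHO-CHOP luciferase reporter cell line; amount: 500 cells/well; buffer or medium: F12 medium containing 10% fetal bovine serum; incubation: 6 h compound exposure at 37 °C after overnight seeding; measured by: luciferase luminescence after 10 min with Steady-Glo reagent; evaluation: % reporter activation, DMSO baseline versus tunicamycin full activation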
APJ antagonist: antagonists of human apelin receptor APJ, primary screen, CHO-K1 cells, beta-arrestin complementation, luminescence | inhibition, % at 20 µM | 330,000 tested, 0.32% active | AID 2521, 2010;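 active means inhibition above about 40% at 20 µM, limit read from the data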;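 further: cells challenged with 10 nM apelin-13 agonist together with compound; plate controls were apelin-13 plus DMSO wells for no effect and DMSO wells lacking apelin-13 for full effect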
APJ agonist: agonists of human apelin receptor APJ, primary screen, CHO-K1 cells, PathHunter beta-arrestin, luminescence; activation, % at 20 µM; AID 2520, 2010; 330,000 tested, 0.11% active; P35414; 0% DMSO wells, 100% apelin;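 active means activation more than six SD over the plate average, tested at 20 µM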;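 further: 0% = DMSO alone and 100% = apelin-13 at 10 nM; some results filed as inactive read as strong as hits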
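system = engineered CHO-K1 APJ arrestin reporter cells | input = 1000 cells per well | timing = overnight seeding, 90 min compound at 25 °C, 1 h detection | measured by = enzyme-fragment complementation luminescence | read-out = beta-arrestin recruitment to APJ as agonist activity, luminescent signal | control set = negative DMSO alone, positive Apelin-13 at 10 nM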
tim23-1 inh: growth inhibitors of tim23-1 mutant yeast, primary screen, luminescence, uHTS | S. cerevisiae tim23-1 growth, BacTiter-Glo luminescence, 24 h | inhibition, % at 20 µM | 330,000 tested, 1.3% active;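 active means growth inhibition of the mutant yeast at or above 50%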;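 further: temperature-sensitive mutant grown at 25 °C; plate controls were DMSO-treated mutant yeast for no effect and medium wells lacking yeast for full effect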
UPR XBP1 act: activators of adaptive XBP1 UPR arm, primary screen, cell-based, CHO-XBP1 luciferase reporter, luminescence, uHTS | AID 463104, 2010 | 330,000 tested, 0.33% active | activation, % at 20 µM | IRE1-XBP1 UPR activation; percent of tunicamycin response, DMSO as zero;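 active means versus positive control, 20 µM dose yields 30% or more activation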;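 further: 100% = tunicamycin at 10 µg/mL and 0% = DMSO only wells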
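incubation = overnight seeding at 37 °C, 6 h compound treatment at 37 °C | assay system = CHO-XBP1 cells stably carrying IRE1-XBP1-driven luciferase reporter | input = 1000 cells per well | detection = luciferase luminescence | dosing = single point, 20 µM final compound, 1% DMSO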
Jurkat NFkB inh: inhibitors of induced NF-kB luciferase reporter, primary screen, TCR NF-kB activation inhibitor project, cell-based, luminescence, uHTS | 330,000 tested, 0.53% active | Jurkat, PMA/ionomycin-induced NF-kB luciferase reporter | inhibition, % at 4 µM | AID 435003, 2010; in the data active means inhibition above about 50%
Mdm2 MdmX PPI: inhibitors of human Mdm2-MdmX association, primary screen, cell-based, luminescence, split luciferase, SaOS-2, uHTS. Protein Mdm4 (Homo sapiens) + E3 ubiquitin-protein ligase Mdm2 (Homo sapiens), …. SaOS-2 split-luciferase Mdm2/MdmX complementation. inhibition, % at 8 µM. 330,000 tested, 3% active;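 active means inhibition of at least 50% at 8 µM in the primary screen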
Target sequence (O15151 whole entry, looked up): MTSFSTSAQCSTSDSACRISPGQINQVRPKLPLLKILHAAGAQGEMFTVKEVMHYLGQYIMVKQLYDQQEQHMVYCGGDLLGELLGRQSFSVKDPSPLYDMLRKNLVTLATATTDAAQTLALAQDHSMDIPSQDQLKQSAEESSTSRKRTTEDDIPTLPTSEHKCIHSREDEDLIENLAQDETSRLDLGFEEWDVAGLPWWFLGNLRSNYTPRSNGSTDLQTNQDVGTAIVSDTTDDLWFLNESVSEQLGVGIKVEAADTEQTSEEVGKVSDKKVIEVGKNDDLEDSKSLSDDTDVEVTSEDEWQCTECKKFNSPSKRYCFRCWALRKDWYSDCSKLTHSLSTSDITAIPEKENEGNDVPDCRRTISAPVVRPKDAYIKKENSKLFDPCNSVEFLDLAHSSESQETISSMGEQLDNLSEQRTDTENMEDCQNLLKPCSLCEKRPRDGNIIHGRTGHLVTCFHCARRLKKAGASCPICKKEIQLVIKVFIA
Target sequence (Q00987 whole entry, looked up): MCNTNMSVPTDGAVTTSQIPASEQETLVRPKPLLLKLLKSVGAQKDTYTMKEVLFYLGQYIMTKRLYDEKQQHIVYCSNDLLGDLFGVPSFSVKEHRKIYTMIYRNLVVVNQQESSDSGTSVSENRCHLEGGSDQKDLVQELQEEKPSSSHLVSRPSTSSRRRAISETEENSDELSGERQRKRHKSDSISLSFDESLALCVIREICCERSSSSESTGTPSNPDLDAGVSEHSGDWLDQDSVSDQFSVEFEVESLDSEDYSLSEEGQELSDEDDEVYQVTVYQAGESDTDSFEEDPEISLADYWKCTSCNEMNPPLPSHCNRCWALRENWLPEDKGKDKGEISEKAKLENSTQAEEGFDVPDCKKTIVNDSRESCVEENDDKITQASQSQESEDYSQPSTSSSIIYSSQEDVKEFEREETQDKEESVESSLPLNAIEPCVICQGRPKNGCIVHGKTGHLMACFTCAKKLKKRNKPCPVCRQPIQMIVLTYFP
Starred values were filed as active, the others as inactive. This is a random part of the collection; any-hit rate near 5%.

SMILES	697 NFkB inh	UPR CHOP act	APJ antagonist	APJ agonist	tim23-1 inh	UPR XBP1 act	Jurkat NFkB inh	Mdm2 MdmX PPI
Cc1cc(C)c2c3c(sc2n1)C(c1cccc(F)c1)C(C#N)=C(N)O3 (stereo not drawn)	-10	40	-3	1	41	-2	-12	79*
CCCCCCN1CC(O)=C(c2ccccc2)C1=N	8	-1.6	1	0	0	-2	5	7
Cc1ccsc1C(=O)NNC(=O)c1ccc(NS(=O)(=O)c2cccs2)cc1	5	-0.8	0	-4	-18	1	-4	23
Cc1ccc(-n2nc3c(c2NC(=O)c2ccccc2)CS(=O)(=O)C3)cc1C	7	3.1	6	-2	7	-4	-19	7
Cc1nc2ccccc2cc1OCc1ccc(F)cc1	-42	12	-8	-1	21	-1	26	11
Cc1sc2ncn(/N=C/c3ccco3)c(=O)c2c1C	-9	5.6	-5	-4	9	1	-16	-29
O=C(NCCc1ccccc1)C1CCCN(S(=O)(=O)c2cccc3nonc23)C1 (stereo not drawn)	3	-0.1	16	-7	-5	-5	8	18
O=S(=O)(NC1CCN(S(=O)(=O)c2c(F)cccc2F)CC1)c1ccc2c(c1)OCCO2	19	-0.3	-1	-1	19	-1	17	-1
Cc1ccc(Nc2cc(C)nc(-c3ccccc3O)n2)cc1	-35	3.4	-36	2	40	0	-39	-48
Cc1ccc(NC(=O)CN(C)C(=O)c2ccc(OCc3cn4ccccc4n3)cc2)cc1	-6	1.7	-4	-2	4	-1	-9	14
O=S(=O)(c1ccc(Cl)cc1)N(Cc1ccccn1)Cc1ccccn1	1	0.4	23	0	28	0	-1	-9
O=C(COC(=O)c1cc(Cl)ccc1Cl)NC1CCCC1	13	2.0	-4	-3	8	-2	16	-1

Quoted from the entries so far for reference:
SMILES	697 NFkB inh	UPR CHOP act	APJ antagonist	APJ agonist	tim23-1 inh	UPR XBP1 act	Jurkat NFkB inh	Mdm2 MdmX PPI
Cc1ccc(Nc2cc(C)nc(-c3ccccc3O)n2)cc1	-35	3.4	-36	2	40	0	-39	-48
Cc1ccc(NC(=O)CN(C)C(=O)c2ccc(OCc3cn4ccccc4n3)cc2)cc1	-6	1.7	-4	-2	4	-1	-9	14
O=S(=O)(c1ccc(Cl)cc1)N(Cc1ccccn1)Cc1ccccn1	1	0.4	23	0	28	0	-1	-9
O=C(COC(=O)c1cc(Cl)ccc1Cl)NC1CCCC1	13	2.0	-4	-3	8	-2	16	-1

More compounds.
SMILES	697 NFkB inh	UPR CHOP act	APJ antagonist	APJ agonist	tim23-1 inh	UPR XBP1 act	Jurkat NFkB inh	Mdm2 MdmX PPI
Cc1cccc(CSc2nc3[nH]ncc3c(=O)[nH]2)c1	-7	3.4	-2	-1	7	1	-24	15
COc1ccccc1C(=O)N/N=C/c1ccc(Cl)s1	-25	3.7	10	-1	24	2	-12	-51
COC(=O)[C@H](CCSC)NC(=O)Cn1ccc(N)nc1=O	-3	-0.8	-5	-2	11	-2	-13	13
NC(=O)CCN(C1CCCCC1)S(=O)(=O)c1cccc2nsnc12	-2	3.4	2	1	18	-1	-9	-8
O=C1c2cccc3cc([N+](=O)[O-])cc(c23)C(=O)N1c1nncs1	12	-0.8	-15	1	24	0	2	17
CCOC(=O)c1cc2c(s1)-c1ccccc1CC2	-66	5.4	1	-3	10	4	-85	-43
COC(=O)C(CCCCNC(=O)c1ccc([N+](=O)[O-])cc1)NC(=O)c1ccc([N+](=O)[O-])cc1 (stereo not drawn)	-6	-2.8	-39	3	-6	0	-3	-25
CC12CCC(C(=O)NCc3ccc4c(c3)OCO4)(CC1=O)C2(C)C (stereo not drawn)	-5	-1.8	-9	1	13	-4	-4	-44
COc1ccc(NC(=S)NCc2cccnc2)cc1OC	9	-0.9	-10	-4	-1	2	-8	21
COc1ccc(N2CCN(CCNC(=O)CCS(=O)(=O)c3cccc4nsnc34)CC2)cc1	-13	0.2	-8	0	8	1	-11	-4
CCS(=O)(=O)N1CCCC(C(=O)NCCc2ccc(OC)c(OC)c2)C1 (stereo not drawn)	7	-3.0	-21	1	16	4	-5	8
COc1ccccc1C(=O)NCCC(=O)NN1C(=O)NC2(CCCCC2)C1=O	20	0.8	-38	-2	-5	0	0	14

The list goes on, overlapping the part above by 7 compounds.
SMILES	697 NFkB inh	UPR CHOP act	APJ antagonist	APJ agonist	tim23-1 inh	UPR XBP1 act	Jurkat NFkB inh	Mdm2 MdmX PPI
CCOC(=O)c1cc2c(s1)-c1ccccc1CC2	-66	5.4	1	-3	10	4	-85	-43
COC(=O)C(CCCCNC(=O)c1ccc([N+](=O)[O-])cc1)NC(=O)c1ccc([N+](=O)[O-])cc1 (stereo not drawn)	-6	-2.8	-39	3	-6	0	-3	-25
CC12CCC(C(=O)NCc3ccc4c(c3)OCO4)(CC1=O)C2(C)C (stereo not drawn)	-5	-1.8	-9	1	13	-4	-4	-44
COc1ccc(NC(=S)NCc2cccnc2)cc1OC	9	-0.9	-10	-4	-1	2	-8	21
COc1ccc(N2CCN(CCNC(=O)CCS(=O)(=O)c3cccc4nsnc34)CC2)cc1	-13	0.2	-8	0	8	1	-11	-4
CCS(=O)(=O)N1CCCC(C(=O)NCCc2ccc(OC)c(OC)c2)C1 (stereo not drawn)	7	-3.0	-21	1	16	4	-5	8
COc1ccccc1C(=O)NCCC(=O)NN1C(=O)NC2(CCCCC2)C1=O	20	0.8	-38	-2	-5	0	0	14
CC(/C=C/c1ccccc1)=N\NC(=O)Cn1nc(C)cc1C	-22	1.8	-3	0	19	-2	16	-13
COc1ccc(NC(=O)COC(=O)c2ccc3ccccc3n2)c(OC)c1	-9	-0.8	-9	0	24	3	-10	-1
O=C(NC1CCCC1)c1cc2cc(Br)ccc2o1	-66	4.7	14	2	29	1	-75	-126
Cc1cc(C)nc(Nc2cccc3ccccc23)n1	-19	-1.4	6	-2	3	2	-8	-6
CC(=O)N1CCN(C(=O)c2cccc(S(=O)(=O)Nc3c(C)n(C)n(-c4ccccc4)c3=O)c2)CC1	-32	-0.2	-75	5	-2	0	-12	15
COc1ccc2nc(NC(=O)C3CCN(S(=O)(=O)c4cccnc4)CC3)sc2c1	6	-2.8	-5	-1	-1	1	-1	35
CCN(CC)c1ncnc2c1cnn2Cc1ccc(C)cc1	-5	-0.2	4	1	28	6	-10	20
Cc1ccc(S(=O)(=O)C2(C(=O)O)CCCC2)cc1C	-21	-3.0	10	1	17	-2	-21	-35
c1ccc2oc(-c3ccn[nH]3)cc2c1	-73	8.5	-24	3	21	9	-46	-59
CCOC(=O)N/N=C/c1ccccc1OCc1ccc(Cl)cc1	-7	6.3	-13	-3	47	4	-5	-20
CC(C)CN(C(=O)COC(=O)c1nc(Cl)ccc1Cl)c1c(N)n(Cc2ccccc2)c(=O)[nH]c1=O	4	0.6	-1	4	-7	-5	6	29
Cc1cc(C)c2c(n1)sc1c(=O)n(CC(=O)c3ccccc3)cnc12	-25	7.4	9	-4	15	6	-26	-14
COc1cccc(NC(=O)c2ccc(-c3ccc([N+](=O)[O-])cc3)o2)c1	-15	3.2	-49	2	-3	0	-3	-31
COc1cccc(/C=C/C(=O)OCC(=O)Nc2ccc(Cl)c(S(=O)(=O)N(C)C)c2)c1	11	0.4	-28	-1	14	-2	-5	5
O=C(CSc1nc2ccc(NC(=O)c3ccccc3C(=O)O)cc2s1)Nc1c(Cl)cccc1Cl	-40	1.4	-27	1	25	2	17	6
COc1ccc(NC(=S)Nc2ccccc2F)c(OC)c1	6	0.6	9	-2	7	-7	-8	18
Cc1ccc(-n2c(C)cc(/C=c3/sc4nc5ccccc5n4c3=O)c2C)cc1	-57	-8.9	3	-1	9	-14	56*	82*
Cc1cccc(NS(=O)(=O)c2ccc3oc(=O)ccc3c2)c1C	2	-0.9	-20	-2	30	-2	-7	14
Cc1ccc(Cn2c(=O)c3c(nc4n3CCN4Cc3ccco3)n(C)c2=O)cc1	-20	-0.8	-8	1	25	2	7	15
Cc1ccc(S(=O)(=O)Nc2c(C)n(C)n(-c3ccccc3)c2=O)cc1C(=O)NCc1ccccn1	-13	-0.1	7	10	5	0	-26	-34
Cn1cc(S(=O)(=O)c2ccccc2)n(C)c1=O	-2	2.4	6	-1	-16	-1	5	15
COC(=O)Nc1ncc(CN2C(=O)c3ccccc3C2=O)s1	8	0.4	0	2	4	-1	17	12
O=C(CSc1nnc(CNc2ccc(Cl)cc2)o1)Nc1nc2ccccc2s1	-1	-0.5	3	-1	-24	1	10	-16
NC(=O)c1ccsc1NC(=O)COC(=O)COc1ccccc1[N+](=O)[O-]	15	0.4	7	0	-7	-1	5	12

Among those listed so far, 2 contain a COOH group.
SMILES	697 NFkB inh	UPR CHOP act	APJ antagonist	APJ agonist	tim23-1 inh	UPR XBP1 act	Jurkat NFkB inh	Mdm2 MdmX PPI
Cc1ccc(S(=O)(=O)C2(C(=O)O)CCCC2)cc1C	-21	-3.0	10	1	17	-2	-21	-35
O=C(CSc1nc2ccc(NC(=O)c3ccccc3C(=O)O)cc2s1)Nc1c(Cl)cccc1Cl	-40	1.4	-27	1	25	2	17	6

(further entries)
SMILES	697 NFkB inh	UPR CHOP act	APJ antagonist	APJ agonist	tim23-1 inh	UPR XBP1 act	Jurkat NFkB inh	Mdm2 MdmX PPI
CCOC(=O)c1ccc(NS(=O)(=O)c2cn(C)cn2)cc1	2	-2.1	14	-3	-13	-4	4	15
CCOC(=O)c1c(NC(=O)C2CC=CCC2C(=O)O)sc(C)c1CC (stereo not drawn)	17	3.0	0	-3	23	1	9	6
Cc1nn(-c2ccccc2)c(Cl)c1C(=O)OCC(=O)NCCc1ccccc1	-25	1.2	9	0	25	-5	1	-3
CN(Cc1ccco1)C(=O)C1CCN(c2nnc(-n3cccc3)s2)CC1	-5	-1.2	12	-7	9	-1	-10	-2
Cn1ncc(Br)c1C(=O)Nc1cccc(C(F)(F)F)c1	7	0.8	-4	-3	19	0	1	8
COCCCNC(=S)N(CCO)Cc1cc2cc3c(cc2[nH]c1=O)OCCO3	-10	-1.6	26	-2	-5	-5	-5	-29
O=C(N/C(=C/c1ccccc1)C(=O)N1CCCCC1)c1ccco1	8	0.1	15	10	16	-7	-17	1
O=c1[nH]c(C2CCN(S(=O)(=O)Cc3ccccc3)CC2)nc2c1nnn2Cc1cccc(Cl)c1	-16	-0.6	16	0	20	8	14	-1
CCC(C)NCCOCCOc1ccc(Cl)cc1Br (stereo not drawn)	-5	-1.6	-9	-4	5	-1	-4	15
Cc1ccc(C(=O)NCc2ccc(N3CCN(C)CC3)cc2)cc1C	-27	2.8	12	1	2	0	-50	-18
Cc1noc(C)c1C(=O)NCc1ccccc1Br	-1	-1.7	-36	-4	13	-1	-1	7
COc1cc(-c2onc3ccc(Br)cc23)cc(OC)c1OC	7	-0.8	-19	2	22	-2	3	50*
CC(=O)Nc1ccc(C(=S)NCCCO)cc1	-11	0.0	-1	0	-6	4	-4	-2

From PubChem
